Screens as filed in PubChem.
TRHR agonist: agonists of human TRH receptor; TRHR cells, calcium flux fluo-8, FDSS agonist mode; 360,000 tested, 0.18% active; activation, % at 2 µM; P34981; AID 493084; also: 0% is about no effect
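TRHR-expressing cells, plated overnight in medium with 10% serum, were loaded with fluo-8 calcium dye at room temperature. After a 10 s baseline, library compound was pin-added and calcium release was recorded kinetically (ex 480/em 530) as agonist response.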
TRHR PAM: allosteric enhancers of human TRH receptor. enhancement, % at 2 µM. 360,000 tested, 0.66% active. P34981. TRHR cells, fluo-8 calcium fluorescence, EC20 TRH enhancement; in the data active = enhancement above about 30%; also: 0% is about no effect
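TRHR-expressing cells loaded with fluo-8 calcium dye were read kinetically (ex 480/em 530) during compound addition, then stimulated with an EC20 of TRH (10 nM final). Enhancement of the Gq-mediated intracellular calcium response was scored.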
D1 potentiator: potentiators of human D1 dopamine receptor. 360,000 tested, 0.036% active. potentiation, % at 10 µM. P21728. HEK293 TREx D1 cells, calcium flux, dopamine EC20 potentiation; in the data active = potentiation above about 30%; also: 0% is about no effect
Target sequence (P21728 whole entry, looked up): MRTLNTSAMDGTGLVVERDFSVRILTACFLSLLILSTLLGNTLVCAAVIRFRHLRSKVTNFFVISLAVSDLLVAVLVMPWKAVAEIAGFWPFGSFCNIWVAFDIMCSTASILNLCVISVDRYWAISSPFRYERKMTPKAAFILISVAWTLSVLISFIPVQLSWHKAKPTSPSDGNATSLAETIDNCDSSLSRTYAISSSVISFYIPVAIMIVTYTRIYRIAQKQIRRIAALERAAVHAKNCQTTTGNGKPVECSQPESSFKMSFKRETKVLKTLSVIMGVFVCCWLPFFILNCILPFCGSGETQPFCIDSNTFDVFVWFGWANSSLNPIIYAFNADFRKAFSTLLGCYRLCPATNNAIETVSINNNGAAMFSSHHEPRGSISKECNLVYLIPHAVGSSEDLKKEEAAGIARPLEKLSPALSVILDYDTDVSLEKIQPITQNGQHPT
D2 antagonist: antagonists of human D2 dopamine receptor; P14416; HEK293 TREx D2 cells, calcium flux, dopamine EC80; inhibition, % at 10 µM; 340,000 tested, 2% active; in the data active = inhibition above about 30%; also: 0% is about no effect
Target sequence (P14416 whole entry, looked up): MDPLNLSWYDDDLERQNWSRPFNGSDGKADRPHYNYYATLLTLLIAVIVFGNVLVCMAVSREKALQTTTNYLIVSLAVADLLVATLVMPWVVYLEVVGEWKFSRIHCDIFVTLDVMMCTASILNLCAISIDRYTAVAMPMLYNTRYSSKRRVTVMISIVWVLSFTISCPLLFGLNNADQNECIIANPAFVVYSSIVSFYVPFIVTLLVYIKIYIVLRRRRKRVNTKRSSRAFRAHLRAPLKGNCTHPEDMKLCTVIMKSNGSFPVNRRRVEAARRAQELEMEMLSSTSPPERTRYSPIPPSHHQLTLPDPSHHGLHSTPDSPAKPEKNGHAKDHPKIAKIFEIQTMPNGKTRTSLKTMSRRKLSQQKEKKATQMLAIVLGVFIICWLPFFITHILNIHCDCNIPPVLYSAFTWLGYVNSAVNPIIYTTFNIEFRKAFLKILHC
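Read-out: kinetic calcium fluorescence (1 cycle/s) in inducible HEK293 T-REx D2 cells after an EC80 dopamine addition that followed 180 s compound preincubation. Loss of the dopamine response indicates antagonism.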
D2 agonist: agonists of human D2 dopamine receptor; AID 485358; activation, % at 2 µM; 340,000 tested, 0.53% active; P14416; HEK293 T-REx D2 cells, calcium flux agonist mode;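 active = activation over 3 SD above normal in the single-dose calcium agonist read, cut at about 30% in these data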; also: 0% is about no effect
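HEK293 Trex D2 cells, tetracycline-induced, o/n 30 C 5% CO2; no-wash Ca dye, RT 30–90 min; 10-cycle baseline, 23 nl cpd added, kinetic Ca read 180 s; agonist hits = positive Ca response.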
D2 potentiator: D2 dopamine receptor (human) potentiation; HEK293 T-REx D2, calcium flux, EC20 dopamine potentiation; P14416; 340,000 tested, 0.34% active; potentiation, % at 10 µM;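 active = potentiation over 3 SD above the plate norm, cut at about 30% in these data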; also: 0% is about no effect
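Cells plated with tetracycline inducer and held overnight at 30 C; calcium dye loaded 30–90 min at room temperature; baseline taken, compound added and read 180 s; EC20 dopamine then added and read 180 s.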
D1 antag: human D1 dopamine receptor antagonism | P21728 | HEK293 TREx D1 cells, calcium flux, dopamine EC80; active compounds read low | activity change, negative = inhibition, % at 10 µM | 360,000 tested, 3.2% active | AID 504652; in the data active = activity change below about -30%; also: % is scaled to controls: 0 for no effect and ±100 for the full control effect
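Allosteric or orthosteric antagonism assessed as attenuation of the calcium response to EC80 dopamine, added 180 s after compound, in induced HEK293 Trex D1 cells loaded with no-wash calcium dye.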
RXFP1 antag: blocks the human relaxin receptor RXFP1; 350,000 tested, 0.59% active; activity change, negative = inhibition, % at 57.5 µM; AID 1259400; HEK293-RXFP1, relaxin-stimulated cAMP HTRF, 30 min; active compounds read low;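 active = activity change of -60% or lower, but not beyond a set lower limit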; also: % is scaled to controls: 0 for no effect and ±100 for the full control effect
D1 ag: activates the human D1 dopamine receptor; activation, % at 2 µM; HEK293 T-REx D1 cells, calcium flux, agonist mode; P21728; 360,000 tested, 1% active; also: 0% is about no effect
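Tetracycline-induced HEK293 TREx D1 cells, force-coupled to calcium signalling, were dye-loaded with a no-wash calcium kit. Compound was pin-added after a 10 s baseline. Fluorescence was read kinetically at 1 cycle/s for 180 s, with calcium rises flagged as agonism.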
* = called active by the depositor; nt = not tested or not shown. Rule as the data show it, unless noted: active = activation above about 30%; inactive = the rest.

SMILES | TRHR agonist | TRHR PAM | D1 potentiator | D2 antagonist | D2 agonist | D2 potentiator | D1 antag | RXFP1 antag | D1 ag
Cn1c(SCc2cccc3ccccc23)nnc1-c1ccco1 | -0.7 | -4 | -4 | 13 | -0.2 | -8 | -7 | -4 | 1
COc1ccc(C(=O)N/C(=C\c2ccccc2)C(=O)NCc2cccnc2)cc1 | -0.2 | -1 | nt | 3 | 1.2 | 1 | -2 | -36 | 1
Cn1c(C(=O)NCc2cccnc2)cc2sc(Cl)cc21 | -0.4 | 4 | -8 | -4 | -0.2 | -21 | -16 | -9 | 24
Cc1cc(NC(=O)CCl)n(-c2nc3ccccc3s2)n1 | 0.9 | 4 | 15 | nt | nt | -2 | 6 | -13 | 3
Cc1ccc(C)c(-n2c(CCC(=O)O)ccc2-c2ccc(Cl)cc2)c1 | -1.1 | -2 | -2 | nt | -1.6 | 7 | -32* | -20 | 23
CC(=O)N1CCCc2cc(S(=O)(=O)N3CCC(C(=O)NC4CCC(C)CC4)CC3)ccc21 (stereo not drawn) | -0.6 | -1 | -4 | nt | -2.0 | 13 | 7 | -13 | 0
Cc1ccc(Cl)cc1NC(=O)COCc1cc(-c2ccco2)on1 | 0.6 | -7 | 3 | nt | 0.2 | 0 | 1 | -10 | 0
CCOCCn1c(SC(C)C(C)=O)nc2c1c(=O)[nH]c(=O)n2C (stereo not drawn) | 0.1 | 3 | -2 | 0 | 0.7 | -2 | -2 | 3 | 1
CC(=O)Nc1c2c(nn1-c1ccc(C)cc1C)CSC2 | -0.2 | -4 | -5 | 6 | -0.5 | -1 | 1 | -15 | -1
O=C(C1CC1)N1CCN(c2nc3c(Cl)cccc3s2)CC1 | -0.5 | 2 | 0 | nt | -3.1 | 7 | nt | 6 | -2
Cc1cc(C)c(C(=O)CSc2n[nH]c(=O)n2C2CC2)cc1C | -0.8 | 0 | -9 | -9 | 0.1 | 1 | -37* | 0 | 11
O=C(NN=C1C2CC3CC1CC(Cl)(C3)C2)c1ccccn1 | -0.1 | 0 | -6 | -8 | 0.0 | 0 | -4 | -8 | -1
CCC(CC)C(=O)c1c[nH]c(C(=O)NCc2ccco2)c1 | 0.4 | 4 | -2 | -6 | 0.2 | -5 | -8 | 4 | 1
Cc1cc(C(=O)NCc2ccco2)no1 | 0.5 | 15 | -1 | 8 | 0.1 | -1 | -2 | 0 | 2
Cc1cc(NC(=O)C2CCCN(S(=O)(=O)c3cn(C)cn3)C2)ccc1Br (stereo not drawn) | -0.7 | 3 | 0 | nt | -1.2 | 4 | -6 | -16 | 1
Cc1ccccc1CN1C(=O)c2ccccc2Sc2ccc(C(=O)NCc3cccs3)cc21 | 1.0 | 4 | 2 | nt | 0.0 | 13 | -2 | -27 | 2
COc1ccc(CCN2CC(C(=O)Nc3nnc(Cc4ccccc4)s3)CC2=O)cc1OC (stereo not drawn) | 0.6 | 3 | 1 | -14 | 0.4 | 25 | -1 | -3 | 2
CCCn1c(SCC(=O)NCc2ccccc2)nnc1-c1ccncc1 | -0.5 | -3 | 4 | 1 | -1.5 | -5 | 6 | -12 | 2
Cc1cccc(N2C(=O)/C(=C\c3ccc(C(=O)O)cc3)c3ccccc3C2=O)c1 | -0.3 | -3 | -4 | -1 | 3.6 | -2 | 9 | 1 | 0
O=C(NCc1cccnc1)c1ccccc1CCc1ccccc1 | -0.8 | -3 | -2 | -5 | -1.1 | 2 | -1 | 3 | 0
Cc1ccc(NC(=O)c2ccc(NC(=O)N3CCSc4ncccc43)cc2)c(Cl)c1 | -0.6 | -1 | -2 | nt | nt | -3 | -10 | -9 | -1
Cc1ccc(S(=O)(=O)NCc2ccc(C(=O)NC3CCC(O)CC3)cc2)cc1C (stereo not drawn) | 0.6 | -2 | -6 | -2 | 0.1 | 13 | -6 | -2 | 2
Cc1c(C)c2ccc(OCC(=O)NCCN3CCOCC3)cc2oc1=O | 0.7 | 8 | -2 | 0 | 0.3 | 1 | 13 | -8 | 0
O=C(O)Cc1csc2ccccc12 | 0.2 | -5 | 3 | 13 | 0.2 | 7 | -2 | 0 | 2
COc1ccc(CNn2c(-c3cccs3)nc3ccccc3c2=O)cc1OC | 0.3 | 7 | 14 | 2 | 1.0 | nt | 1 | -4 | 2
Cc1ccc(-c2csc3ncnc(Oc4ccc5c(C)cc(=O)oc5c4)c23)cc1 | -0.5 | 17 | -2 | -3 | 0.3 | -1 | -4 | 4 | 6
Cn1c(NCc2cccc(Cl)c2)nc2ccccc21 | -0.7 | 2 | -3 | nt | nt | 7 | -9 | 10 | 1
CCc1ccc(/C=C2/SC(=S)N(CCC(=O)Nc3cccnc3)C2=O)cc1 | 0.7 | 4 | -2 | -6 | 0.7 | 13 | -5 | 8 | 6
Cc1ccccc1SCC(=O)OCC(=O)Nc1sccc1C(N)=O | -1.3 | -1 | -9 | -17 | -1.6 | 26 | -18 | -8 | 13
Brc1ccc2cccnc2c1 | 0.5 | -5 | 2 | nt | nt | nt | -4 | 5 | 4
COC(=O)c1ccccc1NC(=O)CSc1nnc(-c2cccnc2)n1N | 0.7 | -2 | -5 | 0 | 0.0 | 2 | nt | -19 | 0
O=C1N[C@@H](Cc2ccccc2)C(=O)N2[C@H]1C[C@]1([C@]34C[C@H]5C(=O)N[C@@H](Cc6ccccc6)C(=O)N5[C@H]3N(S(=O)(=O)c3ccccc3)c3ccccc34)c3ccccc3N(S(=O)(=O)c3ccccc3)[C@H]21 | 0.4 | -1 | -7 | 3 | 11 | -13 | 7 | nt | 8
COc1ccc(NC(=O)N2CCC(NC(=O)c3ccco3)CC2)cc1 | 0.0 | 2 | 0 | 11 | 0.2 | -5 | -2 | 9 | 1
O=C(NCCc1ccccc1)c1cccc([N+](=O)[O-])c1 | -0.7 | -5 | -11 | -31 | -1.6 | -4 | 1 | -5 | 5
Cc1ccc(C)c(-n2cc(CN3CCNC(=O)CC3)c(-c3ccccc3)n2)c1 | -1.3 | 6 | -2 | 0 | -3.0 | 17 | 4 | 6 | 1
Cc1ccccc1C(=O)N1CCCC(N2CCN(Cc3ccc4c(c3)OCO4)CC2)C1 (stereo not drawn) | -0.1 | -4 | -9 | 30 | 2.2 | -17 | -52* | 0 | 2
COc1ccc(NC(=O)c2ccc3c(c2)OCCO3)cc1OC | 0.3 | 6 | 3 | 1 | -0.5 | -5 | -13 | 4 | 0
COc1ccc(-n2cccc2/C=C2/NC(=O)N(c3cccc(Cl)c3)C2=O)cc1 | 0.2 | 7 | -2 | -12 | 1.2 | 3 | -4 | 2 | 0
COc1cccc(S(=O)(=O)NCc2ccc(C(=O)NCc3ccco3)cc2)c1 | -0.3 | -5 | -10 | 8 | 0.0 | -22 | -16 | -12 | 2
O=S(=O)([O-])C/C(=C\c1ccc(Cl)cc1)c1cc[n+](CCO)cc1 | 0.2 | -1 | -2 | 5 | 1.7 | -1 | 20 | 26 | 3
CCOC(=O)c1ccc(NC(=S)N2CCSC2c2ccc(OC)cc2)cc1 (stereo not drawn) | -0.6 | 7 | 10 | -4 | -0.6 | 12 | 19 | nt | 40*
CC(=O)C1=C(C)NC(=S)NC1c1cccc([N+](=O)[O-])c1 (stereo not drawn) | -0.7 | 3 | 8 | 5 | 0.0 | 0 | -3 | -16 | 0
CC(=O)N(CCc1ccccc1C)Cc1cc2cc3c(cc2[nH]c1=O)OCO3 | 0.4 | -7 | 3 | -2 | 1.1 | 14 | 7 | -4 | 3
N#CC1(Cc2ccc(Cl)cc2)c2ccccc2C=CN1C(=O)c1ccccc1 (stereo not drawn) | -0.9 | 2 | -6 | 8 | -0.1 | 0 | 2 | -7 | 6
CC1CCN(C(=O)c2cc(Cl)ccc2NC(=O)c2ccco2)CC1 | -0.8 | 2 | 6 | 2 | -0.6 | -10 | -4 | 4 | 3
Cc1ccc(S(=O)(=O)Nc2cccc(-c3cn4cccc(C)c4n3)c2)cc1 | -0.4 | 5 | -3 | nt | 0.2 | 7 | 9 | -5 | -1
Cc1ccc(-n2ncc3c(N4CCC(C(N)=O)CC4)ncnc32)c(C)c1 | -0.4 | 15 | -6 | -24 | -0.9 | -4 | -13 | -6 | 0
NC(=O)CC(NC(=O)c1ccc(Br)cc1)c1ccc(NCc2ccc(F)c(F)c2)c([N+](=O)[O-])c1 (stereo not drawn) | 1.3 | 9 | 0 | -6 | 0.9 | 3 | 4 | nt | 3

Full records from above.
Cc1ccc(-n2ncc3c(N4CCC(C(N)=O)CC4)ncnc32)c(C)c1 is listed with TRHR agonist = -0.4; TRHR PAM = 15; D1 potentiator = -6; D2 antagonist = -24; D2 agonist = -0.9; D2 potentiator = -4; D1 antag = -13; RXFP1 antag = -6; D1 ag = 0
Cc1ccc(S(=O)(=O)Nc2cccc(-c3cn4cccc(C)c4n3)c2)cc1 is listed with TRHR agonist = -0.4; TRHR PAM = 5; D1 potentiator = -3; D2 antagonist = nt; D2 agonist = 0.2; D2 potentiator = 7; D1 antag = 9; RXFP1 antag = -5; D1 ag = -1

(listing goes on)
SMILES | TRHR agonist | TRHR PAM | D1 potentiator | D2 antagonist | D2 agonist | D2 potentiator | D1 antag | RXFP1 antag | D1 ag
COc1ccccc1CN1CC(C(=O)NCc2cc(C(C)C)no2)CCC1=O (stereo not drawn) | 0.0 | -5 | 2 | -15 | -0.7 | -7 | -10 | 1 | 11
Cc1ccnc(SCC(N)=O)n1 | 1.1 | 3 | -8 | -33 | 5.5 | 9 | 4 | -84* | 2
Cc1cnc(C(=O)NNC(=O)c2ccc(Br)cc2)cn1 | 0.1 | 8 | -1 | -13 | 0.6 | -11 | 0 | -18 | 2
Cc1c(Cl)cccc1NC(=S)N1CCN(Cc2ccc3c(c2)OCO3)CC1 | -0.3 | -3 | -3 | 3 | 13 | -2 | -6 | -26 | 4
O=C(CCCn1nnnc1CN1CCOCC1)N1CCN(c2ccccc2F)CC1 | 0.0 | -2 | 6 | 5 | 0.7 | -8 | 6 | -10 | 2
Cc1ccc(NC(=S)N(Cc2ccccc2)C(C)C)cc1 | 0.4 | 5 | 1 | 3 | 0.1 | 6 | 7 | -13 | 3
CC(C)(C)NC(=O)C(c1ccccc1)N(C(=O)c1csnn1)C1CC1 (stereo not drawn) | -0.6 | -1 | 0 | 11 | -0.3 | -5 | -2 | 3 | 1
O=C(Cn1nnc2ccccc21)c1ccccc1 | -1.1 | 0 | -2 | 4 | -0.1 | 1 | -9 | 1 | 2
C=C(C)c1cccc(C(C)(C)NC(=O)Nc2ncccn2)c1 | 0.1 | -9 | -2 | 7 | -0.5 | -8 | -8 | -2 | 4

Grouped by structure: those above containing a nitro group on carbon (3)
SMILES | TRHR agonist | TRHR PAM | D1 potentiator | D2 antagonist | D2 agonist | D2 potentiator | D1 antag | RXFP1 antag | D1 ag
O=C(NCCc1ccccc1)c1cccc([N+](=O)[O-])c1 | -0.7 | -5 | -11 | -31 | -1.6 | -4 | 1 | -5 | 5
CC(=O)C1=C(C)NC(=S)NC1c1cccc([N+](=O)[O-])c1 (stereo not drawn) | -0.7 | 3 | 8 | 5 | 0.0 | 0 | -3 | -16 | 0
NC(=O)CC(NC(=O)c1ccc(Br)cc1)c1ccc(NCc2ccc(F)c(F)c2)c([N+](=O)[O-])c1 (stereo not drawn) | 1.3 | 9 | 0 | -6 | 0.9 | 3 | 4 | nt | 3
